Source: PubChem BioAssay
HT1080 IDH1KD tx: qHTS for induction of synthetic lethality in tumor cells producing 2HG: qHTS for the HT-1080-IDH1KD cell line; HT-1080 IDH1 knockdown viability, ATP luminescence, 48 h; Potency, µM (series often up to 46.1 µM), for inactives: at the highest dose activity, negative = toxicity, actives largely listed as cytotoxic; hit rate 2% among 360,000;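 note: potency is the fitted concentration of half-maximal effect; 0% = DMSO wells and -100% = cell-free medium wells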
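After a 2 h attachment period, IDH1KD HT-1080 cells took pin-transferred compound for 48 h at 37 °C; ATP-based luminescence after 10 min room-temperature reagent incubation reported viability.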
KB-3-1 cytotox: qHTS assay for MDR1-selective chemotherapeutics: Primary screen using the parental adenocarcinoma cell KB-3-1; AID 1347075, 2019; Potency, µM (highest dose often 46.1 µM), without a hit: at the top dose activity change, negative = cytotoxic, most hits filed as cytotoxic; KB-3-1 viability, CellTiter-Glo ATP luminescence, 72 h; hit rate 1.4% among 400,000; note: potency is the fitted concentration of half-maximal effect; % is set by controls: 0 for no effect and ±100 for the full control effect; nearly all actives have a fitted effect of over 60% in size
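Viability of parental KB-3-1 cells, measured by CellTiter-Glo luminescence, followed a 72 h incubation at 37 °C with pinned compounds in phenol-red-free DMEM containing 10% FBS.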
DRD3 antagonist: qHTS of D3 Dopamine Receptor Antagonist: qHTS. hit rate 2.5% among 360,000. D(3) dopamine receptor (Homo sapiens), P35462. D3R cells, DiscoveRx beta-arrestin luminescence, antagonist mode; stronger effect = lower value. max response, negative = inhibition, %; in the data active = max response below about -50%; inconclusive = no clear call, values can overlap the other calls; note: % is set by controls: 0 for no effect and ±100 for the full control effect; mostly tested at two doses, the higher about 12 µM
Target sequence (P35462 whole entry, looked up): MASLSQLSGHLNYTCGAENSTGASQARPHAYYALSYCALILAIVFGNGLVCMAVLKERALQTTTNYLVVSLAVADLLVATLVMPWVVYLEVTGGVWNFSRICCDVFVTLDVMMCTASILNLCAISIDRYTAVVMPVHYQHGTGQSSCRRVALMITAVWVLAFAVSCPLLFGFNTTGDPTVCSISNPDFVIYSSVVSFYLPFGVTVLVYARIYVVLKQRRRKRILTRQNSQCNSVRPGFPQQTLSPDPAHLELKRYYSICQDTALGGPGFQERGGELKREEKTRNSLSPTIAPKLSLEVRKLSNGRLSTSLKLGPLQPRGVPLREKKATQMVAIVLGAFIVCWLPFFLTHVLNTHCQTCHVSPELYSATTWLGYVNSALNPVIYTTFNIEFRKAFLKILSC
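Cells plated overnight at 1500 cells/well, then exposed to library compounds with dopamine controls for 90 minutes at 37 degrees C. DiscoveRx reagent added for 30–60 minutes at room temperature; luminescence read, quantitative HTS format.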
GLP1R ag: qHTS of GLP-1 Receptor Agonists; Glucagon-like peptide 1 receptor (Homo sapiens), P43220; hit rate 0.007% among 380,000; HEK293 GLP-1R CRE-luciferase, luminescence, 4-6 h; cells express a hypersensitive GLP-1R form; Potency, µM (highest dose often 45.6 µM), without a hit: at the highest dose activation, most hits filed as activators; note: potency is the fitted concentration of half-maximal effect; % of control where 0% means no effect
Target sequence (P43220 whole entry, looked up): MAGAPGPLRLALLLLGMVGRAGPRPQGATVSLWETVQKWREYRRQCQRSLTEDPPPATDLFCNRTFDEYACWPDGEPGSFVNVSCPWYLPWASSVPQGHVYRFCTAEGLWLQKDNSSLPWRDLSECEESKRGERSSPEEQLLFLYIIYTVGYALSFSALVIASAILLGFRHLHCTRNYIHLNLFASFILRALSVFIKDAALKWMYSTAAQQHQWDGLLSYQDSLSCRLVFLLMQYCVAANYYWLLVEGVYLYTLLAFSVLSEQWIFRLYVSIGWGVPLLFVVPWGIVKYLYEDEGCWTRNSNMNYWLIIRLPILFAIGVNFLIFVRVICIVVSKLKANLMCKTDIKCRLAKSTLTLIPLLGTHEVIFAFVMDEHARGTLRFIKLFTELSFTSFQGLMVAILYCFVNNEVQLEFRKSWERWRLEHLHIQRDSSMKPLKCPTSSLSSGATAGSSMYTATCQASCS
KB-V1 cytotox: qHTS assay for MDR1-selective chemotherapeutics: Primary screen using the drug-selected MDR subline cells KB-V1. hit rate 3.4% among 400,000. KB-V1 MDR cells viability, CellTiter-Glo, 72 h. Potency, µM (series often up to 46.1 µM), inactives show at the top dose activity change, negative = cytotoxicity, usual class: cytotoxic. AID 1347076, 2019; note: potency is the fitted concentration of half-maximal effect; % is set by controls: 0 for no effect and ±100 for the full control effect; nearly all actives have a fitted effect of over 60% in size
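Following 72 h at 37 degrees C with compound, KB-V1 cell viability was read by CellTiter-Glo luminescence, medium being phenol-red-free DMEM plus 10% FBS; concentration-response parameters came from normalized, curve-fitted qHTS data.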
D3 ag: qHTS of D3 Dopamine Receptor Agonist: qHTS. AID 652048, 2013. D3R DiscoveRx beta-arrestin cells, luminescence, 90 min. max activation, %. hit rate 0.58% among 410,000. D(3) dopamine receptor (Homo sapiens), P35462; in the data active = max activation above about 30%; note: 0% is about no effect; mostly tested at two doses, the higher about 12 µM
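Agonist mode: compounds and dopamine controls were applied to plated cells for 90 min at 37 degrees C after an overnight attachment at 1500 cells/well. Luminescent read-out followed 30 - 60 minutes at room temperature with DiscoveRx detection reagent.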
HT1080NT lethal: qHTS for induction of synthetic lethality in tumor cells producing 2HG: qHTS for the HT-1080-NT fibrosarcoma cell line; HT-1080-NT fibrosarcoma viability, CellTiter-Glo ATP luminescence, 48 h; Potency, µM (highest dose often 46.1 µM), for inactives: at the top dose activity, negative = less viability, hits mostly cytotoxic; hit rate 1.6% among 360,000;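 note: NT is the 2HG producing partner of a matched IDH1 knockdown line; potency is the fitted concentration of half-maximal effect; 0% = DMSO-treated cells and -100% = media-only wells without cells; nearly all actives have a fitted effect of over 55% in size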
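Viability by CellTiter-Glo luminescence after 48 h compound exposure at 37C of HT-1080-NT cells (750/well, RPMI, 5% FBS). % activity scaled between DMSO wells and medium-only wells, then curve-fitted and categorized by curve class.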
SW480 rerep: A quantitative high throughput screen for small molecules that induce DNA re-replication in SW480 colon adenocarcinoma cells. AID 624297, 2012. SW480 DNA re-replication, Hoechst DNA content imaging, 48 h. hit rate 1.8% among 340,000. Potency, µM (highest dose often 46.1 µM), for inactives: top-dose re-replication activation, actives largely listed as activators; note: potency is the fitted concentration of half-maximal effect; % of control where 0% means no effect; nearly all actives have a fitted effect of over 55% in size
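First, 250 cells per well were seeded. Next, compound or vehicle (23 nL) was pinned in, plates sat 48 hr at 37 C. Finally Hoechst was added for 40 min before fluorescence scanning.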
IL1B secr inh: qHTS for Inhibitors of Inflammasome Signaling: IL-1-beta AlphaLISA Primary Screen | THP-1 LPS/ATP IL-1B secretion, AlphaLISA, 16 h; stronger effect = lower value | activity change, % at 57.5 µM | hit rate 4.7% among 360,000; in the data active = activity change below about -50%; inconclusive = mostly about -30% to -49%; note: % is set by controls: 0 for no effect and ±100 for the full control effect
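THP-1 cells pretreated 1 hr with compounds (up to 57.5 uM final), then stimulated with LPS (250 ng/mL final) plus ATP (1.25 mM final); secreted IL-1B measured by AlphaLISA after 16 hr, decreased signal indicating inhibition.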
Active calls of the source: *; i = inactive; ? = inconclusive; . = no result given; & = joins results of further samples; [ ] = another dose, or the depositor's remark. Unless noted, calls come from the whole dose curve; as a rule, active = well fitted curve in the direction sought with a large enough effect; inconclusive = small, poorly fitted or top-dose-only effect, or another doubt; inactive = no such curve, though single readings can be large; an effect the other way counts as inactive or inconclusive.

SMILES	HT1080 IDH1KD tx	KB-3-1 cytotox	DRD3 antagonist	GLP1R ag	KB-V1 cytotox	D3 ag	HT1080NT lethal	SW480 rerep	IL1B secr inh
O=C(O)c1cocc1C(=O)O	9%	-3%	?	-7%	23%	-13	-9%	.	-18
COc1cccc(CN(C)C(=O)CC2C(=O)NCCN2C2Cc3ccccc3C2)c1 (stereo not drawn)	9%	4%	2	-1%	-20%	-2	11%	-4%	-8
COC1=CC(=O)OC(c2cccc(Cl)c2)C1 (stereo not drawn)	13%	9%	-6	.	1%	-5	12%	.	-11
CSCC[C@H](NC(=O)OC(C)(C)C)C(=O)N1CCC(C(=O)NCC(=O)Nc2ccc(C)cc2)CC1	11%	-7%	-10	-1%	-11%	-2	-6%	10%	-14
Cc1ccc(NC(=O)Nc2ccc(F)cc2)nc1	-8%	-1%	4	14%	-12%	2	0%	2%	-19
CC1C(=O)C(C)C(c2ccccc2)N(N=O)C1c1ccccc1 (stereo not drawn)	7%	18%	14	-1%	1%	1	1%	0%	-2
CN(C)c1ccc(C2C=C(c3ccc(Cl)cc3OC(F)F)Nc3ncnn32)cc1 (stereo not drawn)	?	-1%	-18	-1%	12µM*	-10	?	23µM*	14
Cn1c(N)c(C(=O)COC(=O)[C@@H]2CCCN2S(=O)(=O)c2ccc(Cl)cc2)c(=O)n(C)c1=O	13%	1%	-8	14%	-1%	-1	4%	-44%[inhibitor]	0
C/C(Cn1cnc([N+](=O)[O-])n1)=N\NC(=O)c1ccccc1O	2%	10%	-5	5%	0%	5	-11%	0%	-14
COc1c(/C=N/NC(=O)c2ccncc2)c(CCN(C)C(C)=O)cc2c1OCO2	13%	6%	-6	8%	18%	-7	19%	8%	-1
CCOc1ccc(NC(=O)C2CCCN(c3cnccn3)C2)cc1 (stereo not drawn)	7%	7%	-5	-1%	0%	-8&1	2%	-4%	-9
COc1cc(C(=O)NC2CCCCC2)ccc1OCc1ccc(Cl)cc1Cl	13%	-6%	-22	2%	?	-5	0%	-5%	-17
CCN(CC)S(=O)(=O)c1cc(C(=O)Oc2ccccc2OC)ccc1OC	-18%	4%	13	1%	?	0	-2%	-2%	21
CSC1=C(C#N)C(c2ccccc2)C(C(C)=O)=C(C)N1 (stereo not drawn)	-3%	-1%	1	2%	11%	0	3%	-5%	11
Cc1ccc(NC(=O)CCS(=O)(=O)c2cccc3nonc23)c(C)c1	.	3%	.	5%	16%	2	.	.	.
CCOC(=O)[C@@H]1[C@H]2COc3ccccc3[C@@H]2N2C(=O)N(c3ccc(Br)cc3)C(=O)[C@]12C	-22%	22%	-24	-1%	1%	-5	-6%	23µM*	13
COc1cccc(CNC(=O)CCC2CCCN(C/C=C/c3ccccc3OC)C2)c1 (stereo not drawn)	-22%	-23%	-55*	-9%	-7%	-13	-14%	-6%	?
CC(Sc1nc(=O)cc(N)n1CCc1ccccc1)C(=O)Nc1ccccc1C#N (stereo not drawn)	.	7%	.	-8%	0%	-7	.	.	.
COCCOc1ccc(C(F)(F)F)cc1NC(=O)c1ccc(F)cc1	-26%	23%	-16	-1%	-19%	-8	4%	0%	10
COc1cc(OC)cc(C(=O)N[C@H](C(=O)OCC(=O)c2c[nH]c3ccccc23)C(C)C)c1	-9%	-1%	14	13%	-16%	-7	-17%	1%	16
O=C(CCC1N=C2c3ccccc3N=C(SCC(=O)NCC3CCCO3)N2C1=O)NCc1ccc(F)cc1 (stereo not drawn)	-5%	0%	-13	-5%	-16%	2	0%	8%	-8
Cc1ccc(N2CC(C(=O)NCc3n[nH]c(=O)c4ccccc34)CC2=O)cc1 (stereo not drawn)	-30%	19%	9	-4%	-3%	-7	-1%	18%	16
NC1=NC2(CCCCC2)n2c(nc3ccccc32)N1	-6%	-3%	6	-14%	?	5	-10%	-4%	-5
CCn1c(C)c(P(c2ccccc2)c2ccccc2)[n+]2ccccc12	-8%	9.2µM*	11	-1%	22%	0	-30%	4%	-20
C=CCN1C(=O)CSC1=Nc1ccc(O)cc1	?	25%	-8	5%	-7%	11	-18%	25%	22
O=C(Nc1cc(=O)[nH]c2ncnn12)c1ccco1	3%	1%	-12	0%	?	1	2%	28%	5
OC(c1ccccn1)c1c[nH]c2ccccc12 (stereo not drawn)	-1%	1%	-24	-6%	-10%	-1	0%	-8%	-1
COCCC(=O)N1CCC(Oc2ccc(C(=O)N3CCCC(COC)C3)cc2)CC1 (stereo not drawn)	16%	0%	2	-8%	?	2	7%	-27%	i
COC(=O)c1ccc(C2SCC(=O)N2Cc2ccccc2)cc1 (stereo not drawn)	-2%	7%	3	-1%	5%	3	1%	-1%	28
CCOc1ccc([N+](=O)[O-])c(N)c1	-2%	6%	-15	6%	-23%	-3	-7%	-44%[inhibitor]	0
COc1ccc(-c2nc3ccc([N+](=O)[O-])cc3[nH]2)cc1	0%	-7%	-27	?	?	-4	1%	7%	-7
CC(C)NC(=S)Nc1ccc2nc3n(c(=O)c2c1)CCCCC3	-1%	-9%	-17	0%	?	-4	-2%	-5%	3
C[C@@H]1CN([C@@H](C)CO)C(=O)c2cc(/C=C/c3ccccc3)cnc2O[C@@H]1CN(C)S(=O)(=O)c1ccc(F)cc1	7%	20%	-11	3%	39%	0	14%	.	-11
COc1ccc(NC(=O)CCc2nnc3ccc(NCc4ccc5c(c4)OCO5)nn23)cc1	2%	2%	12	-5%	0%	-2	0%	-40%[inhibitor]	16
CCCCN(c1ccccc1)S(=O)(=O)c1cccc(C(=O)Nc2c(C)n(C)n(-c3ccccc3)c2=O)c1	?	26µM*	?	-35%[inhibitor]	2.6µM*	-16	-10%	-6%	0
C=CCn1c(SCc2cccnc2)nnc1-c1ccncc1	5%	11%	24	-6%	1%	-3	0%	-10%	11
CCOC(=O)CNC(=O)c1ccc2[nH]c3ccccc3c2c1	-16%	2%	-2	17%	9%	-1	7%	12%	-63*
NS(=O)(=O)c1ccc(CNC(=O)Cc2ccccc2[N+](=O)[O-])cc1	-1%	0%	-2	0%	26%	0	-1%	17%	19
O=S(=O)(c1ccc(Br)cc1F)N1CC[C@H](O)C1	8%	7%	0	-3%	11%	6	11%	19%	21
Cc1cccc(C)c1N1CCN(S(=O)(=O)c2ccc(F)cc2)CC1	0%	-5%	-22	-4%	-22%	-4	-1%	0%	-9
Cc1ccc(C)c(N2CCN(C(=O)c3ccc4c(Cl)c5c(nc4c3)CCCC5)CC2)c1	.	15%	.	1%	-17%	17	.	.	.
COC(=O)c1sc2ccccc2c1C(=O)OC	-8%	2%	-2	17%	-4%	1	7%	-1%	0
CC(=O)NNC(=S)NCCc1ccccc1	-2%	3%	6	4%	6%	-2	-2%	4%	3
CC(C)N(Cc1ccccc1)C(=O)c1ccc2nsnc2c1	18%	1%	-9	7%	-27%	2	18%	-24%	0
Cc1nn(-c2ccccc2)c2c1C(=O)NC(=O)C(C)(C)C2	-1%	16%	-3	1%	?	-3	0%	-3%	-17
Cc1cccc(OCCSc2nc(N)cc(N)n2)c1	2%	?	-5	12%	?	2	2%	16µM*	-27
CC1CCN(c2ccccc2NC(=S)NC(=O)c2ccc(-c3cccc([N+](=O)[O-])c3)o2)CC1	15%	16%	37	1%	1%	0	8%	-21%	0
COc1cccc(NC(=O)N(C)C[C@@H]2OCc3cnnn3CCCC(=O)N([C@@H](C)CO)C[C@H]2C)c1	-3%	18%	?	3%	-3%	-7	6%	.	25

Next part, overlapping the part above by 2 compounds.
SMILES	HT1080 IDH1KD tx	KB-3-1 cytotox	DRD3 antagonist	GLP1R ag	KB-V1 cytotox	D3 ag	HT1080NT lethal	SW480 rerep	IL1B secr inh
CC1CCN(c2ccccc2NC(=S)NC(=O)c2ccc(-c3cccc([N+](=O)[O-])c3)o2)CC1	15%	16%	37	1%	1%	0	8%	-21%	0
COc1cccc(NC(=O)N(C)C[C@@H]2OCc3cnnn3CCCC(=O)N([C@@H](C)CO)C[C@H]2C)c1	-3%	18%	?	3%	-3%	-7	6%	.	25
CCOC(=O)Cn1c(=O)c2c(nc3n2CC(C)CN3Cc2ccccc2)n(C)c1=O (stereo not drawn)	7%	12%	-16	0%	-9%	-9	9%	-4%	47
COCCNC(=O)c1ccc(N2CC3CC(C2)c2cccc(=O)n2C3)c(NC(=O)c2c(F)cccc2F)c1 (stereo not drawn)	5%	5%	30	3%	15%	6	13%	-11%	0
CCCC(=O)N1CCC1(C)C(=O)NS(=O)(=O)c1ccc(C)cc1 (stereo not drawn)	-25%	5%	0	-1%	-15%	0	-1%	.	-5
CCSc1nc2ccccc2n1Cc1ccccc1F	-8%	-6%	?	6%	-20%	-9	-4%	4%	-15
Cc1cccc(C(=O)N2CCCC(Nc3ccc(F)c(F)c3)C2)n1 (stereo not drawn)	-13%	-3%	-20	6%	-16%	-6	-9%	-13%	-9
COc1ccc(-n2c(O)c(/C=N/n3cnnc3)c3ccccc3c2=O)cc1	11%	9%	59	-11%	20%	2	13%	1%	-6
COc1ccccc1N(O)C1CC(=O)N(c2ccc(Br)cc2)C1=O (stereo not drawn)	-13%	-2%	-17	-10%	5%	-7	-4%	5%	-1
O=C(Nc1ccc(Br)cc1)C1OCCc2ccccc21 (stereo not drawn)	0%	-7%	6	18%	-11%	2	-1%	-5%	-17
